Compound activity deposited in PubChem by National Center for Advancing Translational Sciences (NCATS).
ELG1 genotox – qHTS screen for small molecules that induce genotoxicity in human embryonic kidney (HEK293T) cells expressing luciferase-tagged ELG1 | Potency, µM (titrated, usually from 46 µM), for the others: at the highest dose activity change, positive = activation, actives largely listed as activators | actives 1.3% (n = 330,000) | HEK293T ELG1-luciferase reporter, luminescence, 16 h | AID 504466, 2011; note: potency is the fitted concentration of half-maximal effect; % of control where 0% means no effect; nearly all actives have a fitted effect of over 60% in size
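Cells (2,000/well) expressing the ELG1-luciferase fusion are dosed by pin tool and kept 16 hr at 37 °C, 5% CO2. Signal comes from ONE-Glo luciferase reagent after 30 min at room temperature.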
p53 reactivation – qHTS assay for re-activators of p53 using a Luc reporter; H1299 p53-A138V BP100-luciferase reporter, luminescence, 24 h; Potency, µM (highest dose often 92.2 µM), for the others: at the top dose activity change, positive = activation, most hits filed as activators; actives 0.063% (n = 320,000); AID 504706, 2011; note: potency is the fitted concentration of half-maximal effect; % of control where 0% means no effect; nearly all actives have a fitted effect of over 45% in size
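H1299 (p53-null), stable ts p53-A138V + BP100-Luc; 1000 cells/well, Opti-MEM/10% FBS; cpd 4 pt, 1:5; 24 h, 37 deg C, 5% CO2; detection reagent 10 min RT; luminescence.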
Rab9 promoter act – qHTS Assay for Rab9 Promoter Activators; Huh7 Rab9 promoter-luciferase reporter, luminescence, 24 h; AID 485297, 2010; actives 2.8% (n = 320,000); Potency, µM (titrated, usually from 9.22 µM), for the others: at the top dose activation, negative = inhibition, actives largely listed as activators; note: potency is the fitted concentration of half-maximal effect; % of control where 0% means no effect; nearly all actives have a fitted effect of over 60% in size
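Stable Rab9-luc Huh7, 1500 cells/well, 2 h settle; cmpd in DMSO, 24 h, 37 °C/5% CO2; luciferase reagent 10 min RT; luminescence.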
ELG1 repair inh – qHTS screen for small molecules that inhibit ELG1-dependent DNA repair in human embryonic kidney (HEK293T) cells expressing luciferase-tagged ELG1; actives 2.3% (n = 330,000); HEK293T ELG1-luciferase reporter, luminescence, 16 h; DNA damage induced by 5-fluorouridine; Potency, µM (series often up to 46.1 µM), inactives show top-dose activity change, negative = inhibition, actives largely listed as inhibitors; AID 504467, 2011; note: potency is the fitted concentration of half-maximal effect; % is set by controls: 0 for no effect and ±100 for the full control effect; nearly all actives have a fitted effect of over 55% in size
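DMSO vehicle served as the neutral condition. Each well held 2,000 cells given 5-fluorouridine plus compound; after 16 hr at 37 °C/5% CO2, ONE-Glo was added and luciferase measured 30 min later.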
NPC1 prom act – qHTS Assay for NPC1 Promoter Activators; actives 2.4% (n = 320,000); Huh7 NPC1 promoter luciferase reporter, 24 h; Potency, µM (doses to about 9.22 µM), without a hit: top-dose activation, usual class: activators;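 note: potency is the fitted concentration of half-maximal effect; % of control where 0% means no effect; nearly all actives have a fitted effect of over 60% in size; reporter is driven by a mutant NPC1 promoter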
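Huh7 cells stably carrying NPC1 promoter–luciferase, plated in Opti-MEM with 10% FBS for 2 h, were exposed to compound in DMSO for 24 h at 37 °C; luciferase reagent was added for 10 min and luminescence read.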
RORg inh – qHTS for inhibitors of ROR gamma transcriptional activity; Nuclear receptor ROR-gamma (Mus musculus), P51450; Drosophila S2 Gal4-RORgamma UAS-luciferase reporter, 20 h; Potency, µM (doses to about 53.6 µM), inactives show at the highest dose activity change, negative = inhibition, hits mostly inhibitors; actives 5.4% (n = 310,000); AID 2551, 2010; note: potency is the fitted concentration of half-maximal effect; % is set by controls: 0 for no effect and ±100 for the full control effect; nearly all actives have a fitted effect of over 60% in size
Target sequence (P51450 whole entry, looked up, the tested form may be a part): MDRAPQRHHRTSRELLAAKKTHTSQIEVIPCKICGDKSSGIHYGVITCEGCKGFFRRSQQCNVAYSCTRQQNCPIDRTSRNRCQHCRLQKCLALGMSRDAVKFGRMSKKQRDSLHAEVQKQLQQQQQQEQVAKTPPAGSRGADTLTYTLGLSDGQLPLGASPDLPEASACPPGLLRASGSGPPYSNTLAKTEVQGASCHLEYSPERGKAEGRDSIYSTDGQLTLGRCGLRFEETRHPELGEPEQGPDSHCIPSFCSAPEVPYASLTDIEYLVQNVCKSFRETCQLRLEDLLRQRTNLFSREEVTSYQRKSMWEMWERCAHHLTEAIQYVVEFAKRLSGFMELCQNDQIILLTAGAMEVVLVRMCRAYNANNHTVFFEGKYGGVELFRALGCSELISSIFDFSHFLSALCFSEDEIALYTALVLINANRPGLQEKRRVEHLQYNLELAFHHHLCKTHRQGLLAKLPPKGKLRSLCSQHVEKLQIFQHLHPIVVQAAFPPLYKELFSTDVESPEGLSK
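In this cell-based reporter format, copper sulfate (700 uM final) drives Gal4–ROR gamma fusion expression from a metallothionein promoter in Drosophila Schneider cells; compounds preincubated 1 hr, reporter read after 20 hr at ambient temperature.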
TRPV1 ag – HTS Assay for Compounds that Act as Agonists of the Vanilloid Receptor 1 | Transient receptor potential cation channel subfamily V member 1 (Homo sapiens), Q8NER1 | TRPV1-expressing cells, Fluo-8 calcium influx, agonist mode | activation, % at 8.33 µM | actives 0.19% (n = 320,000); in the data active = activation above about 80%; inconclusive = between about 30% and that limit; note: 0% is about no effect
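TRPV1-expressing cells were cultured overnight at 35.5C and loaded with Fluo-8 calcium dye for 40 to 90 min at room temperature. After a 10 s baseline, compound was added and calcium influx was read kinetically for 3 min (ex 480/em 520 nm).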
BRCA1 expr act – qHTS Assay to Identify Small Molecule Activators of BRCA1 Expression; MCF7-BRCA1-FFLuc reporter, luminescence, 48 h; response scale: scaled: vehicle 0%, 10 µM genistein 100%; Potency, µM (titrated, usually from 46.1 µM), inactives show at the top dose activation, hits mostly activators; actives 1.1% (n = 380,000); AID 624202, 2012; note: potency is the fitted concentration of half-maximal effect; nearly all actives have a fitted effect of over 80% in size; some results filed as inactive show a strong effect at the top dose
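Luminescence from a BRCA1-driven firefly luciferase in MCF7 cells was the read-out, taken 15 min after substrate addition following 48 h compound exposure at 37 °C. Data were normalized to a 10 microM genistein control and DMSO vehicle.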
Tb PFK inh – qHTS Assay to Find Inhibitors of T. brucei phosphofructokinase | ATP-dependent 6-phosphofructokinase (Trypanosoma brucei brucei), O15648 | T. brucei PFK, ADP-Glo luminescence | Potency, µM (top dose mostly 57.5 µM), for inactives: top-dose activity, negative = inhibition, actives largely listed as inhibitors | actives 0.17% (n = 330,000);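 note: potency is the fitted concentration of half-maximal effect; 0% = uninhibited 1x PFK enzyme wells and -100% = no-enzyme wells; nearly all actives have a fitted effect of over 60% in size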
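PFK 1.25 nM, F6P 0.5 mM, ATP 0.1 mM, 0.1 M TEA pH 8.0, 5 mM MgCl2, 0.01% Tween20, 0.1% BSA; 45 min RT. ADP-Glo readout. qHTS titration up to 57 uM; curves fitted, compounds curve-classed.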
Gal4-VP16 FLuc – VP16 counterscreen qHTS for inhibitors of ROR gamma transcriptional activity; Drosophila S2 Gal4-VP16 UAS-luciferase, luminescence, 20 h; Potency, µM (top dose mostly 53.6 µM), for inactives: top-dose activity, negative = inhibition, most hits filed as inhibitors; actives 3.5% (n = 310,000); AID 2546, 2010;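 note: Gal4-VP16 expression switched on by copper sulfate through the metallothionein promoter; potency is the fitted concentration of half-maximal effect; % is set by controls: 0 for no effect and ±100 for the full control effect; nearly all actives have a fitted effect of over 50% in size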
FLuc counter – qHTS profiling assay for firefly luciferase inhibitor/activator using purifed enzyme and Km concentrations of substrates (counterscreen for miR-21 project). Luciferin 4-monooxygenase (Photinus pyralis), P08659. purified FLuc, Km substrates, luminescence inhibition. Potency, µM (doses to about 57.5 µM), for the others: at the top dose activity change, negative = inhibition, most hits filed as inhibitors. actives 6.9% (n = 360,000). AID 588342, 2011;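 note: potency is the fitted concentration of half-maximal effect; plate controls were vehicle for no effect and reference inhibitor for full effect; nearly all actives have a fitted effect of over 55% in size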
Target sequence (P08659 whole entry, looked up): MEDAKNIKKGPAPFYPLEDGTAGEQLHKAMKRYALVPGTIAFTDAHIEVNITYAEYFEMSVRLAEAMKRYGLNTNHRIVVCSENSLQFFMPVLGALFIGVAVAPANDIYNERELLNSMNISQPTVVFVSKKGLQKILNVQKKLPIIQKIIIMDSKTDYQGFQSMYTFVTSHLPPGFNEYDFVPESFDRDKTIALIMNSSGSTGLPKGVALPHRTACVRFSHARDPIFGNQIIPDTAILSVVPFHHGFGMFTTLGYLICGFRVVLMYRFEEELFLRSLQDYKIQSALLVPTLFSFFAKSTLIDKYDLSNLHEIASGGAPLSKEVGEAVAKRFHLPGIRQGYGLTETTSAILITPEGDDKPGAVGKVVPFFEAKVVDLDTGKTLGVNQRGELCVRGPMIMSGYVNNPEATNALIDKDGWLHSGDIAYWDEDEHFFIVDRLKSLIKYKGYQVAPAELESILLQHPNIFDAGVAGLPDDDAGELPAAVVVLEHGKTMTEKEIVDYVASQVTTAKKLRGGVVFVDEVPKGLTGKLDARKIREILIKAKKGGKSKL
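Purified P. pyralis luciferase (10nM final) with 10uM D-luciferin and 10uM ATP (Km levels) in 50mM Tris acetate pH 7.5, 10mM Mg acetate, 0.01% Tween-20, 0.05% BSA; qHTS 6-point titration, ~60 µM downward; luminescence read.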
The depositor's hits bear a star; u = inconclusive; x = no result given; [ ] = another dose, or the depositor's remark. Unless noted, calls come from the whole dose curve; as a rule, active = well fitted curve in the direction sought with a large enough effect; inconclusive = small, poorly fitted or top-dose-only effect, or another doubt; inactive = no such curve, though single readings can be large; an effect the other way counts as inactive or inconclusive.

compound	ELG1 genotox	p53 reactivation	Rab9 promoter act	ELG1 repair inh	NPC1 prom act	RORg inh	TRPV1 ag	BRCA1 expr act	Tb PFK inh	Gal4-VP16 FLuc	FLuc counter
NC(=O)CSc1nnc2ccc(-c3ccc(F)cc3)nn12	6%	-1%	-16%	-1%	-1%	2%	-2	3%	0%	-3%	-1%
Cn1c(=O)c2cc(S(=O)(=O)N3CCOCC3)ccc2n(C)c1=O	1%	-3%	13%	-24%	2%	0%	-1	1%	15%	-9%	-1%
CCCCn1c(N)c(N(CCOC)C(=O)c2ccc3c(c2)C(=O)N(c2ccccc2Cl)C3=O)c(=O)[nH]c1=O	-1%	1%	x	24%	x	x	x	3%	0%	x	x
COc1ccc(Cn2c(=S)[nH]c3cc(OC)c(OC)cc3c2=O)cc1	u	2%	0%	10%	-2%	3.5µM*	0	7%	0%	u	-3%
Brc1ccccc1C1CC(c2ccccc2)=Nc2ccccc2N1 (configuration not stated)	u	u	0%	u	0%	u	28	24%	-2%	-14%	u
O=c1c2[nH]c3ccc(F)cc3c2ncn1C1CCCCC1	14%	11%	4µM*	u	u	0%	x	26%	-1%	2%	-11%
CC(=NCc1ccco1)C1=C(O)c2ccccc2C1=O	u	23%	27%	u	8%	30%	0	u	1%	3%	u
COc1ccc(NC(=S)N(CCCN2CCCC2)Cc2ccco2)cc1	1%	4%	-9%	0%	-1%	-19%	-3	-7%	-3%	-6%[10 µM]	1%
CC(C)c1ccc(C(=O)NNC(=O)c2ccncc2)cc1	8%	11%	5%	u	1%	-7%	29	28%	-12%	-2%	u
COc1ccc(NC(=O)C2CCN(S(C)(=O)=O)CC2)cc1OC	2%	27%	0%	8%	-3%	0%[1.91 µM]	4	3%	1%	-6%	4%
COc1cccc(-c2cc(C(=O)N3CCOCC3)no2)c1	u	u	1.4µM*	u	1.3µM*	u	-4	34%	-3%	u	8.5µM*
CCN(CC)C(=O)COc1ccc2oc(-c3ccco3)cc(=O)c2c1	10%	1%	27%	u	14%	32%	2	79%	-18%	6%	15µM*
COC(=O)C1=C(C)N(C(C)C)C(=O)C1(NC(=O)C1CCCCC1)C(F)(F)F (configuration not stated)	0%	1%	-1%	-1%	-2%	-26%	4	-2%	3%	2%	-1%
O=C(CSc1nccn1-c1ccccc1)N1CCc2ccccc21	4%	3%	21%	22%	6%	0%	u	57%	-4%	0%	u
COc1ccc(C(=O)Nc2nc3ccc4nc(C)sc4c3s2)cc1	2%	3%	1%	1%	5%	u	17	42%	-7%	3%	-10%
CC(C)N(CCCNC(=O)C1CCN(S(=O)(=O)N2CCOCC2)CC1)Cc1ccccc1	2%	4%	-2%	4%	0%	6%	1	7%	1%	-7%	2%
Cc1nc(N2CCOCC2)c2c(C)c(C(=O)Nc3ccccc3Cl)sc2n1	-2%	8%	0%	5%	-1%	37%	u	29%	3%	1%	-20%
CC1(C)Cc2nc3nc(SCC(=O)NCCc4ccccc4)n(-c4ccccc4)c(=O)c3cc2CO1	-3%	4%	-2%	4.6µM*	1%	14%	4	-9%	-2%	0%	2%
CCOc1ccc(S(=O)(=O)N2CCOCC2)cc1NC(=O)CN1C(=O)NC(CC)(c2ccccc2)C1=O (configuration not stated)	-2%	-7%	4%	-8%	-3%	2%	-2	-5%	-5%	6%	3%
COC(=O)Cc1c(C)c2ccc(OCC(=O)N3CCC(C)CC3)c(C)c2oc1=O	-12%	-5%	4%	u	-3%	-26%	27	-21%	2%	2%	4%
C=CCNc1nc(C(=O)OCC(=O)NCc2ccccc2OC)cs1	-3%	2%	-5%	2%	2%	x	-5	-18%	-17%	x	0%
COc1ccccc1CC(=O)NCCc1ccccc1	6%	4%	-4%	-4%	2%	u	1	22%	-8%	-11%	4%
COCCN1C(=O)c2oc3c(C)cc(C)cc3c(=O)c2C1c1cccc(O)c1 (configuration not stated)	5%	-14%	-3%	2%	3%	-4%[0.365 µM]	0	-10%	-12%	x	-15%
O=[N+]([O-])c1cccc(/C=N\N2CCN(c3ccc(Cl)cc3)CC2)c1	2%	2%	-3%	14%	-5%	5%	1	-11%	22%	u	-1%
CC(c1ccon1)N(C)C(=O)c1ccc2nc(Cc3cccc(Cl)c3)oc2c1 (configuration not stated)	-2%	-2%	-7%	1%	-2%	42%	-4	9%	-29%	5%	-5%
C=CC[C@@H](CC(=O)N[C@H](CO)Cc1ccccc1)C(=O)N[C@H](COC(=O)[C@@H](CC=C)Cc1ccc(F)cc1)Cc1ccccc1	6%	1%	x	-13%	x	x	x	0%	u	x	x
Cc1ccc(OCCNC(=O)c2cc(=O)[nH]c3ccccc23)cc1	5%	0%	-2%	7%	-3%	3%	-2	0%	-1%	7%	-3%
OC(COc1ccccc1Cl)CN1CCN(CC(O)COc2ccccc2Cl)CC1 (configuration not stated)	0%	7%	-6%	u	-5%	u	9	-42%	1%	-1%	12%
COC(=O)c1c(C)nc2nonc2c1N	-5%	15%	-3%	-8%	0%	3%	-1	-2%	-9%	0%	1%
CCN(CC(=O)Nc1ccc(OC)cc1)C(=O)Cc1coc2cc(C)c(C)cc12	-2%	-6%	-8%	u	-1%	x	11	-11%	-1%	x	1%

More entries follow:
compound	ELG1 genotox	p53 reactivation	Rab9 promoter act	ELG1 repair inh	NPC1 prom act	RORg inh	TRPV1 ag	BRCA1 expr act	Tb PFK inh	Gal4-VP16 FLuc	FLuc counter
O=C(C1=C(O)C(=O)N(Cc2cccnc2)C1c1cccc(Oc2ccccc2)c1)c1ccco1 (configuration not stated)	-1%	7%	x	0%	x	x	x	3%	4%	x	x
Cc1[nH]c(C)c(S(=O)(=O)NCCc2ccccc2)c1C(=O)N1CCCCC1	11%	4%	0%	29%	1%	11%	-3	4%	-8%	0%	1%
Cc1ccc(OCCNC(=O)c2ccccc2OCc2c(C)noc2C)cc1	-4%	-4%	1%	u	0%[1.84 µM]	x	19	-26%	-1%	x	1%
COC(=O)c1ccc(Oc2cc(C)nc(NCc3ccccc3)n2)cc1	-1%	-3%	0%	u	14%	20%	4	-34%	1%	-1%	1%
CCC(CC)c1nnc(NC(=O)CCc2ccccc2OC)s1	-6%	1%	-4%	-4%	-2%	-14%	0	-10%	5%	5%	0%
CCCCC1N2CC3([N+](=O)[O-])CN1CC([N+](=O)[O-])(C2)C3(C)C (configuration not stated)	12%	-8%	-7%	2%	0%	-6%	3	-10%	-6%	1%	-3%
NC(=O)COC(=O)/C=C/c1ccc2ccccc2n1	0%	10%	2%	-4%	-3%	u	1	-33%	1%	2%	u
CCOC(=O)c1ccc(NC(=O)N2CCCCC2)cc1	10µM*	u	3.2µM*	u	2.5µM*	u	u	36%	1%	1%	13µM*
CC(=O)Nc1cccc(Oc2ncccc2[N+](=O)[O-])c1	2%	6%	-3%	7%	-3%	-1%	-7	1%	1%	-2%	-1%
COC(=O)C(C)Oc1ccc2cc(-c3ccccc3)c(=O)oc2c1 (configuration not stated)	3%	15%	-4%	u	-1%	14%	-1	7%	1%	0%	24µM*
Cc1cc(=O)oc(C)c1C(=O)NCCc1ccc(F)cc1	0%	-4%	-7%	16%	-5%	20%	0	0%	-2%	12%	1%
